Source: PubChem BioAssay (several laboratories)
M. tuberculosis GlmU – inhibition of mycobacterial GlmU enzyme – biochemical, glucosamine-1-phosphate acetyltransferase (AID 1376); actives 0.25% (n = 220,000); inhibition, %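 (tested at 30 µM in the primary screen)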; hits with a dose series show IC50 in µM; M. tuberculosis GlmU acetyltransferase enzyme assay; higher % means a stronger effect; in the data active = inhibition above about 13%;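 also: 0% = complete reaction with vehicle and 100% = reaction without substrate; strong numbers were not always called active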
Mtb RmlCD inh – M. tuberculosis RmlC/RmlD inhibition. RmlC+RmlD coupled enzyme assay, percent inhibition; primary screen in compound mixtures. actives 0.03% (n = 160,000). inhibition, % at 3.6 µM. AID 1533; in the data active = inhibition mostly above about 34%, no sharp cut-off; also: some results filed as inactive read as strong as hits
Target sequence (P9WH09 whole entry, looked up): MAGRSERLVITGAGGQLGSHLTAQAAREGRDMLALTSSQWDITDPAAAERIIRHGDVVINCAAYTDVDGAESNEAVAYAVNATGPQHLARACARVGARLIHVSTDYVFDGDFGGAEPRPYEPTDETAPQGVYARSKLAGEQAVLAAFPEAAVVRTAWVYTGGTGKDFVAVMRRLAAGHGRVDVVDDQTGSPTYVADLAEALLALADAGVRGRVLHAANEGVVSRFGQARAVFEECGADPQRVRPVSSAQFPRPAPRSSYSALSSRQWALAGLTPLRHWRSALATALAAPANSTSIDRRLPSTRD
Target sequence (P9WH11 whole entry, looked up): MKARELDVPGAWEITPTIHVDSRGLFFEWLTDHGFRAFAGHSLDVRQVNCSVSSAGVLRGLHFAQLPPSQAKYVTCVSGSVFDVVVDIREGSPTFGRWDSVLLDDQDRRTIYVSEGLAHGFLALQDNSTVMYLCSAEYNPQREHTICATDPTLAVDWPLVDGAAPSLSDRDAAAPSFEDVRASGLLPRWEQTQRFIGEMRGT
* = called active by the depositor; / = no result given. Not all compounds are listed; rates above refer to the full screens.

Under each structure: Mtb RmlCD inh	M. tuberculosis GlmU
O=C(c1ccc(-n2cccc2)cc1)N1CCOCC1
  /	-1.4%
COc1ccccc1N1CCN(C(=O)CCc2ccc(S(=O)(=O)NCC(C)C)cc2)CC1
  /	-4.5%
Cc1nc2ccc(S(=O)(=O)NC(C(=O)Nc3nccs3)C(C)C)cc2s1 (stereo unspecified)
  2	1.2%
CN1CCN(c2nc3c(c(=O)[nH]c(=O)n3C)n2CC(N)=O)CC1
  /	-0.3%
CN(Cc1c(C(=O)N2CCc3ccccc3C2)nc2ccc(Cl)cn12)C(C1CC1)C1CC1
  4	-0.9%
C=C1c2ccccc2NC(=S)N1Cc1ccc2c(c1)OCO2
  0	6.0%
Cc1c(Br)c([N+](=O)[O-])nn1CC(=O)NCCc1ccc(Cl)cc1
  /	-2.8%
CCC1Nc2ccccc2-c2nnc(SC)nc2O1 (stereo unspecified)
  /	-1.5%
CC(=O)N(C)c1nc(N)n(-c2ccccc2)n1
  6	1.8%
O=C(NCC1CCCO1)Nc1ccccc1 (stereo unspecified)
  7	-4.6%
CC(=O)n1cc([C@H]2C=C(C(=O)NCc3ccccc3)O[C@@H](OCCCCO)C2)c2ccccc21
  /	-1.7%
CC(/C=N/NC(=O)c1ccc2nc(C)[nH]c2c1)=C\c1ccccc1
  10	0.6%
Cc1c(NC(=S)N/C(=N/S(=O)(=O)c2ccccc2)c2ccccc2)c(=O)n(-c2ccccc2)n1C
  -4	7.9%
O=C(c1ccc2c(c1)OCO2)C1CCCN(Cc2ccccn2)C1 (stereo unspecified)
  3	-2.8%
CCOc1ccccc1NC(=O)CSc1nc2nc(-c3cccs3)cc(C(F)(F)F)c2c(=O)[nH]1
  -12	3.5%
O=C(CSc1ccc(-c2cccs2)nn1)NCCc1ccccc1
  4	7.4%
O=C(CCn1nc(-c2ccc(Cl)cc2)c2ccccc2c1=O)Nc1cccnc1
  -5	-3.2%
COc1ccccc1-c1noc(-c2ccccc2C(=O)Nc2cccnc2)n1
  7	-0.7%
O=C(O)c1ccc(OCC(O)Cn2cnc3ccccc32)cc1 (stereo unspecified)
  /	-7.5%
CC(=O)Nc1c(-c2ccc(F)cc2)nc2ccccn12
  21	-3.5%

Fetched by structure from the entries so far, four records:
Under each structure: Mtb RmlCD inh	M. tuberculosis GlmU
CC(=O)Nc1c(-c2ccc(F)cc2)nc2ccccn12
  21	-3.5%
Cc1c(NC(=S)N/C(=N/S(=O)(=O)c2ccccc2)c2ccccc2)c(=O)n(-c2ccccc2)n1C
  -4	7.9%
CC(/C=N/NC(=O)c1ccc2nc(C)[nH]c2c1)=C\c1ccccc1
  10	0.6%
O=C(O)c1ccc(OCC(O)Cn2cnc3ccccc32)cc1 (stereo unspecified)
  /	-7.5%

Further results
Under each structure: Mtb RmlCD inh	M. tuberculosis GlmU
COc1cccc(/C=C/C(=O)OCC(=O)Nc2ccccc2Sc2ccccc2)c1
  12	-8.0%
COc1ccc(C(=O)Nc2ccncc2)c(OC)c1
  12	3.9%
CSc1nnc2c(n1)OC(c1ccsc1)N(C(C)=O)c1ccccc1-2 (stereo unspecified)
  5	-2.9%
CC(C)OCCCNC(=O)C1CCN(S(=O)(=O)N2CCCC2)CC1
  -12	-0.9%
CC(=O)Nc1ccc(Nc2cc(N3CCOCC3)c3nonc3c2[N+](=O)[O-])cc1
  5	4.0%
Cc1ccc(C(=O)NCC#N)cc1
  9	8.1%
Cc1ccc(NS(=O)(=O)c2cc(C(=O)NCc3ccccn3)ccc2Cl)cc1C
  /	0.9%
N#Cc1c(NC(=S)NC(=O)c2ccccc2)sc2c1CCCC2
  11	2.5%
CCC(C)c1ccccc1NC(=O)C1CCCO1 (stereo unspecified)
  5	-1.6%
COc1ccc(C(=O)Oc2ccc(C(=S)N3CCOCC3)cc2)cc1
  9	-2.4%

Full records, quoted from the list. Values in the order: Mtb RmlCD inh | M. tuberculosis GlmU
CSc1nnc2c(n1)OC(c1ccsc1)N(C(C)=O)c1ccccc1-2 (stereo unspecified) is listed as 5 | -2.9%
COc1ccc(C(=O)Nc2ccncc2)c(OC)c1 is listed as 12 | 3.9%
CC(C)OCCCNC(=O)C1CCN(S(=O)(=O)N2CCCC2)CC1 is listed as -12 | -0.9%
CC(=O)Nc1ccc(Nc2cc(N3CCOCC3)c3nonc3c2[N+](=O)[O-])cc1 is listed as 5 | 4.0%

The listing continues.
Under each structure: Mtb RmlCD inh	M. tuberculosis GlmU
CCCCc1ccc(/C=C2\C(=O)c3ccccc3C(O)=C2C(=O)OCC)cc1
  6	3.8%
Cc1cccc(NC(=O)CSc2nnc(NC(=O)CN3CCOCC3)s2)c1
  /	0.0%
Cc1ccc(/C=C/C(=O)Nc2cccc(S(=O)(=O)N3CCOCC3)c2)o1
  /	-6.7%
C=CCOc1nc2c(c(=O)n(Cc3ccc(Cl)c(Cl)c3)c(=O)n2C)n1C
  /	-2.6%
O=C(Nc1cccc(-c2nc3cccnc3s2)c1)c1ccco1
  -2	-2.7%
CCOC(=O)Cc1csc(NC(=O)CC(C)(C)CC(=O)O)n1
  14	-0.6%
CCCNC(=O)c1n[nH]c(=O)c2ccccc12
  /	1.0%
COC(=O)c1[nH]c2ccc(Cl)cc2c1NC(=O)CN1CCc2cc(OC)c(OC)cc2C1
  3	-1.6%
Cc1ccccc1-n1c(N)c(C(=O)Nc2ccc(F)cc2)sc1=S
  6	3.2%
CCn1nnnc1SCC(=O)Nc1nnc(C(C)C)s1
  /	4.9%
Cc1ccccc1NC(=S)N(Cc1ccccc1)Cc1cccs1
  8	2.8%
COc1cccc(OCC(=O)NNC(=O)c2cccs2)c1
  -11	1.0%
Cc1cccc(C)c1OCC(=O)NCC1CCCO1 (stereo unspecified)
  /	4.1%
COc1ccc(NCc2nc3ccccc3n2CCOc2ccccc2)cc1
  /	4.3%
CCOC(=O)CSc1nnc(CNC(=O)c2ccc(S(=O)(=O)N3CCCC3)cc2)n1C
  5	3.7%
COc1cccc(-c2cc(-c3cccnc3)c(C#N)c(N)n2)c1
  -1	2.0%
Cc1ccc(S(=O)(=O)N(C)C)cc1NC(=O)CSc1nc2ccccc2[nH]1
  -6	0.1%
O=C1c2cccnc2C(O)N1Cc1ccco1 (stereo unspecified)
  8	/
O=C(NCc1ccccc1)c1cc(S(=O)(=O)N2CCC3(CC2)OCCO3)ccc1F
  6	0.3%
CCN(CC)CCN1C(=O)C(=O)/C(=C(/O)c2c(C)[nH]c(C(=O)OC)c2C)C1c1ccccc1OC (stereo unspecified)
  /	-1.9%
O=C(CN1CCN(Cc2ccccc2Cl)CC1)N/N=C/c1ccco1
  -1	2.3%
COC(=O)[C@@H]1C[C@@H]2CC[C@@H](O)C[C@@H]2N1Cc1ccc(Cl)cc1
  /	-2.2%
CCOc1ccc(-c2c(C(=O)N/N=C/c3ccc(O)cc3)nnn2-c2nonc2N)cc1
  4	0.8%
Cc1ccc(Cn2nnc3c(=O)[nH]c(C4CCN(S(=O)(=O)c5ccc(F)cc5)CC4)nc32)cc1
  -7	-0.9%
CCCCN(CCCC)c1cn[nH]c(=O)c1Cl
  /	-2.6%
CCCCCC1CC(CC(C)C(=O)Nc2nncs2)C(=O)O1 (stereo unspecified)
  7	/
Cc1ccc(NC(=O)/C(=C\c2ccc([N+](=O)[O-])cc2)NC(=O)c2ccccc2)cc1
  21	-5.8%
O=c1ccn([C@@H]2O[C@H](CO)[C@@H](O)[C@H]2O)c(=O)[nH]1
  /	4.9%
O=C(N/N=C\c1ccc(Cl)cc1Cl)c1sccc1-n1cccc1
  18	-2.7%
Nc1ncnc2c1ncn2[C@H]1C[C@H](O)[C@@H](CO)O1
  1	-2.9%
CCCn1nnnc1SCC(=O)Nc1cccc(NC(=O)c2ccco2)c1
  -11	2.7%
Cc1c(Nc2c3c(c(C#N)c4nc5ccccc5n24)CCC3)c(=O)n(-c2ccccc2)n1C
  -15	3.3%
O=C(Nc1ccc(Cl)c(S(=O)(=O)N2CCOCC2)c1)c1ccccc1-c1ccc(C(F)(F)F)cc1
  -7	-2.8%
CCC(C)(C(=O)NC1CCCC1)N(C(=O)CNC(=O)c1ccccc1)c1c(C)n(C)n(-c2ccccc2)c1=O (stereo unspecified)
  7	-0.4%
C=CCn1c(=O)c(C=Nc2cccnc2Cl)c(O)n(CCCC)c1=O
  /	1.5%
Cn1c(SCC(=O)N/N=C/c2ccccn2)nnc1-c1ccccc1
  -6	0.4%
O=[N+]([O-])c1ccc(Cl)c2c1C1C=CCC1C(c1ccccn1)N2 (stereo unspecified)
  5	3.4%
O=C(Nc1ccc(S(=O)(=O)N2CCCCCC2)cc1)C1CCCO1 (stereo unspecified)
  -2	1.4%
Cc1ccc2nc(N/N=C/c3ccco3)cc(C)c2c1
  5	2.4%
C=CCn1c(SCC(=O)Nc2sccc2C(N)=O)nc2ccccc2c1=O
  2	7.4%
O=C(Nc1ccc2ncccc2c1)c1cc(Cl)ccc1Cl
  46	-2.7%
NC(N)=Nc1nc(-c2ccccc2)c2ccccc2n1
  -7	-6.1%
N#Cc1cn(Cc2cccc(Cl)c2)c2ccccc12
  -42	7.0%
O=C1C2C3C=CC(C2C(=O)N1c1nccs1)C1C(=O)N(c2nccs2)C(=O)C31 (stereo unspecified)
  8	-0.2%
CC1=C(C(=O)O)N2C(=O)[C@@H](NC(=O)[C@H](N)c3ccccc3)[C@H]2SC1
  2	/
C/C(CC(=O)Nc1ccc(N(C)C)cc1)=N\NC(=O)c1ccccn1
  2	-2.6%
CCOC(=O)C1=C(C)N=C2SCCC(=O)N2C1c1cc(Br)ccc1OC (stereo unspecified)
  /	1.3%
O=C(Nc1ccccc1)Nc1ccc(S(=O)(=O)N2CCCCC2)cc1
  -2	0.7%
N#CC1=C(c2ccc(-c3ccccc3)cc2)COC1=O
  -13	-1.7%
Nn1c(SCC(=O)Nc2ccc3c(c2)OCO3)nnc1C1CCCCC1
  11	3.0%

More results:
Under each structure: Mtb RmlCD inh	M. tuberculosis GlmU
Cc1ccnc(NC(=O)C2COc3ccccc3O2)c1 (stereo unspecified)
  5	-2.1%
COCCCNC(=O)CS(=O)Cc1nc(-c2ccccc2C)oc1C (stereo unspecified)
  -6	0.9%
CC(C)c1nnc(NC(=O)CS(=O)(=O)Cc2ccccc2)s1
  /	-2.2%
COc1ccccc1C(=O)Nc1nnc(C)s1
  -9	-1.1%
CN(C)CCCn1c(SCCN2C(=O)c3ccccc3C2=O)nc2ccccc2c1=O
  -1	-1.5%
Cn1c(CNc2ccccc2O)nc2ccccc21
  -2	-3.6%
CC(C)COc1ccc(C(=O)OCCN2CCOCC2)cc1
  /	-3.7%
Cn1c(=O)c2cc(NC(=O)c3ccccc3Cl)c(=O)oc2n(C)c1=O
  0	-0.8%
CN1CCN(CC(=O)N/N=C\c2c[nH]c3ccccc23)CC1
  /	0.1%
CC1=C(C(=O)N2CCOCC2)C(c2ccc(OC(F)F)cc2)NC(=S)N1c1ccccc1 (stereo unspecified)
  -11	4.2%
NS(=O)(=O)c1ccc(NC(=O)CN2C(=O)c3ccccc3C2=O)cc1
  1	2.9%
CC(C)Cn1c(SCC(=O)N2CCCCC2)nc2ccccc2c1=O
  /	-2.7%
CCOC(=O)C1=C(C)NC(=S)NC1c1ccc(OC(=O)c2ccco2)cc1 (stereo unspecified)
  /	-2.9%
O=[N+]([O-])c1ccccc1Oc1ncccc1[N+](=O)[O-]
  -7	1.9%
CN1CCN(C(=O)C2CCN(c3ncc(C(F)(F)F)cc3Cl)CC2)CC1
  16	0.9%
CC1CCN(C(=O)Nc2cccc(NC(=O)N3CCC(C)CC3)c2)CC1
  -3	-0.6%
O=c1c(C(c2ccc(Cl)cc2)c2c(O)nc3n(c2=O)CCCS3)c(O)nc2n1CCCS2
  8	3.0%
COc1ccccc1N=C1SC(C(=O)Nc2ccc(F)cc2)CC(=O)N1C (stereo unspecified)
  /	-6.2%
COc1ccccc1NC(=O)CSc1nnc(CC(=O)Nc2cccc(C(F)(F)F)c2)n1C
  2	0.1%
COc1cccc(NS(=O)(=O)Cc2ccccc2)c1
  -5	-1.3%
O=C(O)c1ccc(NCc2nc3ccccc3n2Cc2ccccc2F)cc1
  12	-0.1%
COc1ccc2c(c1OC)C(=O)OC2Nc1ncc(Br)cc1Br (stereo unspecified)
  1	1.3%
O=C1CCCc2ccccc2N1Cc1ccccc1Cl
  11	-1.9%
CC(=O)N1CCc2cc(N=NC3=C(O)CC(C)(C)CC3=O)ccc21
  -12	2.0%
CCn1cc(C(=O)NCc2ccncc2)c(=O)c2cc(F)c(N3CCN(C(=O)c4ccco4)CC3)cc21
  /	1.1%
O=C(NNC(=O)c1cccs1)c1ccc(Cl)c(Cl)c1
  -10	7.5%
Cc1ccc(C)c(N(CC(=O)Nc2cc(Cl)ccc2Oc2ccccc2)S(C)(=O)=O)c1
  -7	-2.9%
O=C(OC1CCN(c2ccc([N+](=O)[O-])cc2)CC1)c1ccccc1
  -5	2.4%
Cn1c(=O)c2c(-c3ccccc3)n(N3CCOCC3)cc2n(C)c1=O
  /	-4.5%
C=CCN1C(=O)CN=C1Nc1ccccc1
  -9	1.2%
COc1cccc(-c2n[nH]c(=S)n2Cc2ccco2)c1OC
  14	9.4%
C/C(=N\NC(=O)C1COc2ccccc2O1)c1ccc(C)o1 (stereo unspecified)
  -4	-2.0%
CCOc1ccc(C2C(C#N)=C(N)N(c3sc4c(c3C#N)CCCC4)C3=C2C(=O)CCC3)cc1 (stereo unspecified)
  26	2.2%
Nc1nc(NC(=O)/C=C\C(=O)O)nn1-c1ccccc1
  -6	-3.0%
Clc1ccc(-c2cnc3ccccc3n2)cc1
  6	-6.1%
O=C(Nc1nc2cc3c(cc2s1)OCCO3)c1ccc(N2C(=O)CCC2=O)cc1
  /	6.0%
